OXTR agonist = human OXTR agonists, primary screen, fluorescence, CHO-OTR cells, Fluo-8 calcium | AID 2435, 2010 | Oxytocin receptor (Homo sapiens), P30559 | hit rate 0.32% among 320,000 | Fluo-8 calcium fluorescence; normalized: DMSO 0%, oxytocin 100% | activation, % at 3 µM;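 active = activation above the mean of all tested compounds plus 3 SD, cutoff set per screening run, cut at about 20% in these data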;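 also: peak over basal fluorescence ratio from a 100 s FLIPR kinetic read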
GPR7 antag = GPR7 receptor antagonists, primary screen, cell-based, fluorescence, single concentration. Neuropeptides B/W receptor type 1 (Homo sapiens), P48145. GPR7-expressing cells, fluorescence antagonist assay. inhibition, % at 4.4 µM. hit rate 1.1% among 290,000. AID 1861, 2009; in the data active = inhibition above about 16%, passing the limit was not always enough;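 also: cells stimulated with the agonist NPW; 0% = agonist with vehicle and 100% = vehicle without agonist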
MEKK2mut PB1 HTS = MEK5 binding signal on mutant MEKK2 PB1, primary screen, biochemical, multiplex bead flow cytometry, Alexa488-MEK5. Alexa488-MEK5 binding to MEKK2 mutant. percent response, % at 10 µM. hit rate 0.35% among 290,000; in the data active = percent response above about 24%, passing the limit was not always enough; also: inactives centre near 1; some results filed as inactive read as strong as hits; reference of the scale not given here
PHOSPHO1 inh = PubChem AID 1565. Phosphoethanolamine/phosphocholine phosphatase (Homo sapiens), Q8TCT1. recombinant PHOSPHO1, absorbance phosphatase assay. inhibition, % at 13.3 µM. hit rate 1.1% among 290,000; in the data active = inhibition above about 60%
Target sequence (Q8TCT1 whole entry, looked up): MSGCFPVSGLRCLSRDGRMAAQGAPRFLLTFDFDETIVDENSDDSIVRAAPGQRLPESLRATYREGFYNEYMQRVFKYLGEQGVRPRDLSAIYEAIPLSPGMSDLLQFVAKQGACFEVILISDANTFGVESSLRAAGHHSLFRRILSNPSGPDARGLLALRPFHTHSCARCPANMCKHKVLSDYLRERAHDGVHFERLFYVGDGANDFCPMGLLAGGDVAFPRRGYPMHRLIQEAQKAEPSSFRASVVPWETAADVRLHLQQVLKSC
FID counter = compounds displacing fluorescent DNA intercalator, primary screen, artefact control for HCV NS3 helicase inhibitor project, biochemical, FID fluorescence; inhibition, % at 7.9 µM; DNA fluorescent intercalator displacement; hit rate 0.17% among 290,000; AID 1845, 2009; in the data active = inhibition above about 37%;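 also: 0% = vehicle and 100% = reference compound; higher means more ethidium bromide displaced from hairpin DNA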
NALP1 inh = NALP1 inflammasome inhibitors in reconstituted yeast, colorimetric, S. cerevisiae, triplicate retest. S. cerevisiae NALP1/ASC/caspase-1 growth, X-gal OD620, 72 h. inhibition, % at 10 µM. AID 2071, 2009. hit rate 0.61% among 280,000; in the data active = inhibition mostly above about 24%, no sharp cut-off; inactive = mostly below about 32%; also: some compounds called inactive have numbers as strong as hits
MEKK2wt PB1 HTS = modulators of MEK5 binding to wildtype MEKK2, primary screen, biochemical, multiplex bead flow cytometry, Alexa488-MEK5 | Mitogen-activated protein kinase kinase kinase 2 (Homo sapiens), Q9Y2U5 | AID 1531, 2009 | binding response (% of control), % at 10 µM | Alexa488-MEK5 binding to MEKK2 WT; actives lie on both sides | hit rate 1.1% among 290,000; in the data active = binding response below about 67% or above about 130%
M18AAP inhibitor = PfM18AAP inhibitors, malaria aminopeptidase, primary screen, biochemical, QFRET, recombinant enzyme; M18 aspartyl aminopeptidase (Plasmodium falciparum 3D7); H-Glu-NHMec fluorogenic cleavage; inhibition, % at 7.35 µM; hit rate 1.2% among 290,000; AID 1822, 2009;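 active = inhibition above the campaign mean inhibition over all tested compounds plus 3 SD, cut at about 28% in these data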;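 also: 0% = plate median of test compound wells and 100% = 2 mM ZnCl2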
MEKK3 PB1 HTS = modulators of MEKK3-MEK5 PB1 binding, primary screen, biochemical, wildtype MEKK3, multiplex bead flow cytometry, Alexa488-MEK5 | Mitogen-activated protein kinase kinase kinase 3 (Homo sapiens), Q99759 | bead-based flow cytometry, Alexa488-MEK5 binding to MEKK3; actives lie on both sides; 0 = blocked by unlabeled MEK5, 100 = vehicle | binding response (% of control), % at 10 µM | hit rate 1.4% among 290,000 | AID 1529, 2009;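 active = binding response more than 3 SD above or below the average of its plate-row segment, actives on both sides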;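 also: Alexa488 bead fluorescence after subtracting the streptavidin-only scavenger bead signal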
Target sequence (Q99759 whole entry, looked up): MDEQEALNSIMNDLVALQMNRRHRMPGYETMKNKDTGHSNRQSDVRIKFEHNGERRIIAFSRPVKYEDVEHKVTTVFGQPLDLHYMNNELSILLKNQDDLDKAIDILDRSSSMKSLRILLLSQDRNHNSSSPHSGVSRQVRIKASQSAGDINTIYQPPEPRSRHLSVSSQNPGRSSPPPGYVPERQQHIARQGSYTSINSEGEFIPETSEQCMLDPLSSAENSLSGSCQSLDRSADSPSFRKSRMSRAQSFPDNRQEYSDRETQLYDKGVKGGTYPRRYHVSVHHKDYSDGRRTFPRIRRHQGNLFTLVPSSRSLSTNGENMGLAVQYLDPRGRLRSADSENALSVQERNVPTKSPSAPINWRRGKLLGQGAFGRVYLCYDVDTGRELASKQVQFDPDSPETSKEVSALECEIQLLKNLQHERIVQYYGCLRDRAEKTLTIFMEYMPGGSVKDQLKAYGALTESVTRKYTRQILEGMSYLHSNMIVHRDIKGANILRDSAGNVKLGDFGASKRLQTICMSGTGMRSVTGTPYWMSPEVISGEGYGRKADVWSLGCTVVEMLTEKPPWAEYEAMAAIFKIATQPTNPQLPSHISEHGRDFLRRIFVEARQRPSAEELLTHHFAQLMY
* = called active by the depositor; · = no result given.

SMILES	OXTR agonist	GPR7 antag	MEKK2mut PB1 HTS	PHOSPHO1 inh	FID counter	NALP1 inh	MEKK2wt PB1 HTS	M18AAP inhibitor	MEKK3 PB1 HTS
CCCn1c(=O)c2[nH]cnc2n(-c2ccccc2C)c1=O	-0.4	-5	3	23	0	-15	104	-1	101
Cc1sc2nnn(CC(=O)N3CCN(C(=O)c4ccco4)CC3)c(=O)c2c1C	-0.9	-1	5	·	-13	·	109	4	103
COC(=O)c1ccccc1NC(=O)Cn1cnc2ccc(S(=O)(=O)N3CCC(C)CC3)cc2c1=O	0.1	-3	-1	-10	-5	-5	98	-4	93
COc1ccc(-c2cc3ccc(OCC(C)=O)cc3oc2=O)cc1	2.5	8	3	30	-30	7	98	5	98
CCOC(=O)C1CCCN(C2CC(=O)N(c3ccc(NC(C)=O)cc3)C2=O)C1 (stereo not given)	0.3	-13	3	-14	-4	25	101	-5	103
COc1ccccc1NC(=O)c1cc2cc(Br)ccc2cc1O	16	6	-24	18	1	20	88	1	92
Cc1ccc2c(c1)C(O)(c1c(C)[nH]c3ccccc13)C(=O)N2 (stereo not given)	0.7	-7	-1	2	-3	21	84	6	90
COC(=O)CNc1n[nH]c(=S)[nH]c1=O	0.1	-4	·	24	-2	-9	·	5	·
CC(C)(C)OC(=O)NCCc1n[nH]c(=S)o1	-0.2	-8	-27	28	3	15	84	8	86
COc1cc(NC(=O)SC2=NCCS2)cc(OC)c1	·	0	0	25	-4	30	104	3	101
Cc1ccc(S(=O)(=O)N(C)C)cc1NC(=O)COC(=O)c1ccc2c(c1)OCCO2	1.6	0	5	-10	-18	-4	102	-5	105
C=CCN(C(=O)CN1CCOCC1)c1nc(C)c(-c2ccccc2)s1	-2.2	-6	0	-7	-16	13	99	10	98
COc1ccc(CCNC(=O)c2cnccn2)cc1	0.4	·	0	3	·	0	103	·	98
CC(C)c1ccc(CC(NC(=O)c2ccccc2)C(=O)NCC(=O)O)cc1 (stereo not given)	1.0	-6	-3	29	-26	1	89	-2	87
Cc1ccccc1NCC(=O)c1ccc(Br)cc1	0.4	-9	5	-5	5	1	102	-1	103
O=c1c2ccccc2nnn1CSc1ccccc1	-1.2	-2	18	7	5	40	119	-3	106
COc1ccc(-c2csc3[nH]c(=S)n(-c4ccccc4)c(=O)c23)cc1OC	0.7	-6	-2	-6	-10	6	97	-15	97
C#CCOCCOCCOCCNc1nc(N2CCN(C(=O)C(Cc3ccc(O)cc3)n3cc(C(N)CC(C)C)nn3)CC2)nc(N2CCN(C(=O)C(Cc3cc4ccccc4[nH]3)n3cc(C(N)C(C)CC)nn3)CC2)n1 (stereo not given)	-0.4	-16	118*	18	33	16	239*	2	111
CCOc1ccc(S(=O)(=O)Nc2nc3ccccc3nc2N2CCN(C)CC2)cc1	1.4	-5	3	1	-2	12	101	-8	101
Cc1nc2ccc(NC(=O)Cc3ccc4c(c3)OCCO4)cc2s1	0.7	1	6	-9	-1	31	99	2	102
NC(=O)NCc1ccc(F)cc1	0.5	-12	-6	40	1	-13	96	-1	96
CCOc1ccc(-n2cnnn2)cc1S(=O)(=O)Nc1c(C)cccc1C	0.4	-16	-5	-6	-9	16	86	-7	89
CCOC(=O)c1ccc(Oc2nc(NC)nc(Nc3ccccc3)n2)cc1	-1.1	-15	1	-26	-23	26	107	5	107
CCN(CC)CCN(C(=O)c1ccc2c(c1)CCCC2)c1nc2c(C)cccc2s1	-1.3	-1	29*	9	30	13	158*	-2	111
Cc1occc1C(=O)NNC(=O)NC12CC3CC(CC(C3)C1)C2	0.2	-9	·	-5	-7	16	·	23	·
C/C(=N\OC(=O)c1ccccc1)c1cc(-c2ccc(Cl)cc2)no1	0.4	-5	4	24	-3	14	99	-11	102
COc1ccc(S(=O)(=O)N2CCCOC2CNC(=O)C(=O)NC2CCCC2)cc1 (stereo not given)	-0.5	-1	9	10	-24	10	107	-2	104
CC(=O)Nc1ccc(S(=O)(=O)NCC(=O)NC(C)c2ccc(S(N)(=O)=O)cc2)cc1 (stereo not given)	1.0	-14	-3	2	2	4	102	8	98
O=C(CN1C(=O)COc2ccc(S(=O)(=O)N3CCCCC3)cc21)NCc1ccc(F)cc1	-1.0	-8	-1	30	-41	12	97	0	95
CCCN(C(=O)CCl)C1=CCCCC1	0.5	1	-1	-1	1	-5	98	4	99
O=C(O)c1c2c(nc3ccc(S(=O)(=O)N4CCC(C(=O)NC5CCCCCC5)CC4)cc13)CCCC2	0.6	3	-3	-13	-28	-12	98	2	99
c1ccc(Cn2nnc3c(NCCN4CCOCC4)ncnc32)cc1	0.8	6	11	-25	8	6	118	-2	113
COc1cc(/C=C2\SC(=S)N(CC(=O)NC(C)(C)C)C2=O)cc(OC)c1OC	·	-7	-11	20	-14	16	81	9	98
COc1cc2c(cc1OC)CN(C(=O)c1ccc([N+](=O)[O-])o1)CC2	-0.7	-2	-9	28	-14	-28	100	6	96
COc1cc(/C=N/NC(=O)c2ccncc2)ccc1OC(C)=O	-1.0	-7	1	36	-4	-24	102	14	101
CCS(=O)(=O)c1nc(S(=O)(=O)c2ccc(Cl)cc2)c(NCCN2CCOCC2)s1	1.9	-4	3	45	-22	1	96	6	97
COc1ccc(-n2cnnc2SCC(=O)N(C)c2ccccc2)cc1	0.2	-4	11	47	-27	4	111	4	106
CC1(C)OC(C(N)=O)C(C(N)=O)O1 (stereo not given)	-0.1	-2	6	12	2	-3	104	-6	106
O=C(N/N=C/c1cc([N+](=O)[O-])ccc1N1CCNCC1)c1ccc([N+](=O)[O-])cc1	0.0	6	6	-1	26	16	120	-6	110
Cc1ccc(S(=O)(=O)N(C)CC(=O)Nc2cccc3c2CCCC3)cc1	-2.7	-17	6	1	-8	-4	105	2	104
COC(=O)c1ccc(NC(=O)COC(=O)C2CC(=O)N(Cc3ccccc3)C2)cc1 (stereo not given)	1.0	1	-8	-14	-10	5	86	-9	87
CCOc1ccc(-c2nnc(-c3ccccc3)o2)cc1	-1.5	3	3	-17	-13	2	100	0	79
COc1ccccc1CNC(=O)[C@@H]1CCCN1S(=O)(=O)c1ccc(Cl)cc1	1.8	-23	3	4	-29	4	106	3	103
O=C(NCc1cccnc1)c1ccc([N+](=O)[O-])cc1	0.0	-11	0	-4	2	-1	103	4	101
Fc1ccc(-[n+]2nc(Nc3ccccc3)sc2-c2c3ccccc3cc3ccccc23)cc1	4.0	17	31*	-57	28	15	133	2	105
Cc1nc2c(cc1N)nc(C)n2Cc1ccccc1	0.9	4	12	14	-4	11	110	-4	107
COc1ccc(C(=O)Nc2ccc(NC(=O)C3CC3)nc2)cc1	0.9	4	1	11	-9	10	102	2	101
COc1ccc(CC(=O)N(Cc2ccccc2)c2cccc(C)c2)cc1OC	-0.1	-9	7	56	-56	-1	105	4	103
O=C(O)Cn1cnc2scc(-c3cccs3)c2c1=O	-0.5	2	·	-1	-2	9	·	6	·
CCOC(=O)c1cc2sccc2n1CC(=O)c1ccc2c(c1)OCCO2	0.7	-2	-7	-13	-11	7	80	8	88
Cc1ccc(CNC(=O)CSCC(=O)O)cc1	0.6	-8	1	11	3	-2	105	-6	103
COc1ccc(N2CCN(C(=O)c3oc4ccccc4c3NC(=O)CCc3cc(OC)no3)CC2)cc1	-1.4	1	0	-10	-39	14	97	5	101
Cc1[nH]c2ccccc2c1SCC(=O)NNC(=O)Nc1ccc(OC(F)(F)F)cc1	-0.9	-14	-1	-36	-3	-9	97	-3	101
COc1ccc(OC)c(CNC(=O)C2CCCN(c3nc4ccccc4o3)C2)c1 (stereo not given)	-1.2	-10	4	26	-7	20	108	-1	102
Cc1ccccc1NC(NC(=O)c1cccnc1)C(Cl)(Cl)Cl (stereo not given)	0.7	-1	3	-11	4	14	107	0	132*
Cc1ccccc1N1CC(c2nc3ccccc3[nH]2)CC1=O (stereo not given)	0.3	6	-1	21	-1	5	91	3	98
O=C(CSc1cn(CCNC(=O)c2ccccc2)c2ccccc12)NCC1CCCO1 (stereo not given)	1.7	-14	11	31	-35	-2	112	3	107
CC(C)[C@H](NC(=O)CCCn1nnc2ccccc2c1=O)C(=O)O	0.5	-13	4	4	-1	2	92	3	97
COC(=O)c1cc2cc(NS(=O)(=O)c3ccc(C)cc3)ccc2s1	-1.6	-10	-4	2	-7	-5	98	-1	100
N#C/C(=C\c1cccnc1)c1ccccc1[N+](=O)[O-]	0.0	6	-7	-6	2	21	99	3	103

MEKK2mut PB1 HTS, entries above that show a hit.
SMILES | GPR7 antag | MEKK2mut PB1 HTS | PHOSPHO1 inh | NALP1 inh | MEKK2wt PB1 HTS | M18AAP inhibitor | MEKK3 PB1 HTS
C#CCOCCOCCOCCNc1nc(N2CCN(C(=O)C(Cc3ccc(O)cc3)n3cc(C(N)CC(C)C)nn3)CC2)nc(N2CCN(C(=O)C(Cc3cc4ccccc4[nH]3)n3cc(C(N)C(C)CC)nn3)CC2)n1 (stereo not given) | -16 | 118* | 18 | 16 | 239* | 2 | 111
CCN(CC)CCN(C(=O)c1ccc2c(c1)CCCC2)c1nc2c(C)cccc2s1 | -1 | 29* | 9 | 13 | 158* | -2 | 111
Fc1ccc(-[n+]2nc(Nc3ccccc3)sc2-c2c3ccccc3cc3ccccc23)cc1 | 17 | 31* | -57 | 15 | 133 | 2 | 105

(next part)
SMILES	OXTR agonist	GPR7 antag	MEKK2mut PB1 HTS	PHOSPHO1 inh	FID counter	NALP1 inh	MEKK2wt PB1 HTS	M18AAP inhibitor	MEKK3 PB1 HTS
O=C(NC1CCCC1)C1CC1c1ccccc1 (stereo not given)	-1.9	-13	7	9	-1	-4	98	-2	100
O=C1C(C=Nc2ccccc2)=C(O)c2ccccc21	-0.4	3	5	6	-1	26	109	-12	109
O=C1CC(NCc2ccccc2)C(=O)N1c1ccc(F)cc1 (stereo not given)	·	-6	5	33	-1	9	104	-4	99
COC(=O)C1=C(C)N(C2CCCCC2)C(=O)/C1=C\c1cccs1	-3.1	-16	-4	-10	-3	0	97	-11	98
CSc1ccc(CN(C)CC(=O)NCc2ccc(F)cc2)cc1	-0.9	15	-5	36	9	12	96	-3	93
CC(=O)Nc1ccc(C(=O)CSc2nnnn2C)cc1	0.5	-9	-6	10	3	·	99	0	94
O=C(N/N=C/c1cn(-c2ccccc2)nc1-c1cccs1)c1ccncc1	-2.2	-2	-2	2	-11	19	98	-3	106
Cc1ccc2nc(SCC(=O)N/N=C/c3ccco3)cc(C)c2c1	-2.7	-20	-1	4	-35	-13	91	9	97
CC(C)C(=O)Nc1nc(-c2ccc3c(c2)CCN3C(=O)C2CC2)cs1	1.7	-10	1	39	-33	-13	100	3	102
O=C(O)C1(P(=O)(c2ccc(Cl)cc2)c2ccc(Cl)cc2)CC1	1.2	-4	-10	45	-11	17	99	2	97
NC(=S)n1[nH]c(-c2ccc([N+](=O)[O-])cc2)c(N=Nc2ccccc2[N+](=O)[O-])c1=O	·	-7	-5	-5	-4	0	92	-5	99
CCCn1c2ccccc2c2cnn(CC(=O)NCCN(CC)CC)c(=O)c21	-1.3	0	-2	·	3	14	102	-2	94
Cc1ccc(C(=O)NCc2ccco2)c(C)c1	·	-4	3	-2	-4	0	104	-1	99
O=C1Nc2ccccc2C(O)(C(=O)NCc2ccc3c(c2)OCO3)N1c1ccc(Cl)c(Cl)c1 (stereo not given)	-0.8	16	1	24	5	16	100	-5	105

Source: PubChem BioAssay
